# Screening results (PubChem)
# VHR inh abs – VHR1 phosphatase inhibitors, primary screen, biochemical, absorbance, uHTS; Dual specificity protein phosphatase 3 (Homo sapiens), P51452; recombinant VHR phosphatase, pNPP absorbance; inhibition, % at 13.3 µM; hit rate 0.52% among 290,000; AID 1654, 2009; in the data active = inhibition above about 50%; note: some compounds called inactive have numbers as strong as hits
# Target sequence (P51452 whole entry, looked up): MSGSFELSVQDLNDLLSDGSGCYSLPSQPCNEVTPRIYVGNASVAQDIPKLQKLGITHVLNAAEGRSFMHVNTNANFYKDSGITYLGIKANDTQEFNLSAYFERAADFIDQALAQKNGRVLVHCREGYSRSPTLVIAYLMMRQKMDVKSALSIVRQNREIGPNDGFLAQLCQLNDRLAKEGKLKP
# BH1578 lux ind – inducers of Vibrio cholerae quorum light production without autoinducers, primary screen, BH1578 luxS cqsA deficient, single point | V. cholerae BH1578 lux reporter, luminescence, 6 h | hit rate 0.16% among 350,000 | activation, % at 18.7 µM; in the data active = activation mostly above about 9.7%, no sharp cut-off; inconclusive = no clear call, values can overlap the other calls; inactive = mostly below about 3.7%; note: not every result past the cut was called active; inactives centre near 0; reference of the scale not given here
# PrPC surface inh – inhibitors of human cell surface prion protein PrPC, primary screen, cell-based, TR-FRET. inhibition, % at 13.8 µM. hit rate 0.43% among 370,000. AID 720596, 2013. TR-FRET read-out. Major prion protein (Homo sapiens), P04156; in the data active = inhibition above about 24%; note: 0% = median of the test wells and 100% = reference compound wells
# MazF activator – activators of E. coli MazEF toxin-antitoxin RNase, primary screen, biochemical, fluorescence, uHTS. Endoribonuclease toxin MazF (Escherichia coli (strain K12)), P0AE70. FAM/BHQ RNA-DNA oligo cleavage fluorescence, 5 h. activation, % at 20 µM. hit rate 0.32% among 350,000. AID 504720, 2011; in the data active = activation above about 50%
# Target sequence (P0AE70 whole entry, looked up): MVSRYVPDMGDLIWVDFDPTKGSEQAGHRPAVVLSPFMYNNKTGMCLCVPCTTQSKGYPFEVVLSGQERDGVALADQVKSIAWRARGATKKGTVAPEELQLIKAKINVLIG
# TcdB inh – TcdB glycohydrolase inhibitors, primary screen, biochemical, single point, plate reader; TcdB glycohydrolase enzymatic assay; inhibition, % at 9.99 µM; hit rate 0.24% among 350,000; in the data active = inhibition above about 10%
# 3CLpro inhibitor – SARS-CoV 3CLpro protease inhibitors, primary screen, biochemical, quenched FRET. Replicase polyprotein 1ab (Severe acute respiratory syndrome coronavirus), P0C6X7. recombinant SARS-CoV 3CLpro, quenched FRET peptide cleavage. inhibition, % at 6 µM. hit rate 0.14% among 290,000; in the data active = inhibition above about 12%
# Rv3671c protease – Rv3671c serine protease inhibitors, primary screen, biochemical, fluorescence polarization, M. tuberculosis H37Rv; hit rate 0.048% among 320,000; inhibition, % at 5.96 µM; P9WHR9; in the data active = inhibition above about 38%;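 note: extracellular domain of Rv3671c used as enzyme; 0% = enzyme with DMSO and 100% = no enzyme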
# Target sequence (P9WHR9 whole entry, looked up, the tested form may be a part): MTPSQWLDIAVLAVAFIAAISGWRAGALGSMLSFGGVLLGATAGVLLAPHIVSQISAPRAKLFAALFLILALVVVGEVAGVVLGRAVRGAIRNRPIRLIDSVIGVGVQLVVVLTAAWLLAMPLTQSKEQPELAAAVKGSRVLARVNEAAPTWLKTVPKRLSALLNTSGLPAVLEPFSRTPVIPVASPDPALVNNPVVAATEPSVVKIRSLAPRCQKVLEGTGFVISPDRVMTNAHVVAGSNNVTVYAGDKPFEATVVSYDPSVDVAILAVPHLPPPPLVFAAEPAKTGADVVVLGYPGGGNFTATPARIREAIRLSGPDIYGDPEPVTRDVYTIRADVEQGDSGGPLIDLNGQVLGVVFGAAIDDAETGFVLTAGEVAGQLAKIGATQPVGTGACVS
# PriA SSB inh – inhibitors of Klebsiella pneumoniae PriA binding to SSB C-terminal tail, primary screen, biochemical, AlphaScreen; PriA–SSB C-terminal tail interaction (Klebsiella pneumoniae); AlphaScreen SSBct-PriA binding, biotinylated peptide; inhibition, % at 33 µM; hit rate 0.6% among 430,000; in the data active = inhibition mostly above about 37%, no sharp cut-off; inactive = mostly below about 20%;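 note: plate controls were negative control peptide for no effect and reference peptide for full effect; strong numbers were not always called active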
# CCHF vOTU inh – CCHFV vOTU protease inhibitors, primary screen, biochemical, Pep-AMC substrate, fluorescence | Crimean-Congo hemorrhagic fever virus L polyprotein viral ovarian tumor (vOTU) protease … | hit rate 0.55% among 370,000 | inhibition, % at 11.5 µM; in the data active = inhibition above about 30%; note: 0% = vehicle wells with enzyme and 100% = no enzyme wells
# Y pestis TopoI – Yersinia pestis topoisomerase I inhibitors, primary screen, biochemical, cleavage product accumulation, plate reader, single point; Y. pestis Topo-I cleavage product accumulation; activity, % at 10 µM; AID 504884, 2011; DNA topoisomerase I (Yersinia pestis CO92); hit rate 0.064% among 360,000; in the data active = activity above about 50%, passing the limit was not always enough; inconclusive = no clear call, values can overlap the other calls; note: inactives centre near 2
# Numbers without * were called inactive; i = inactive; ? = inconclusive; . = no result given; & = joins results of further samples. An excerpt, so the mix of outcomes need not match the whole.
# Order of values: TcdB inh	PriA SSB inh	Rv3671c protease	PrPC surface inh	MazF activator	3CLpro inhibitor	BH1578 lux ind	VHR inh abs	CCHF vOTU inh	Y pestis TopoI
CC(C)CC(c1nnnn1C(C)C)N1CCN(c2cccc(Cl)c2)CC1 (configuration not stated)
    .	-9	2	-2	-4	3	i	18	14	?
CCC(CC)C(=O)Nc1cc(C(=O)OC)ccc1C(=O)OC
    -1.2	-20	-3	-8	1	-3	0.0	-7	-9	-7
CCN1C(=O)[C@H]2[C@@H](c3ccc(-c4ccc(Cl)c(Cl)c4)cc3)N[C@@](C)(C(=O)OC)[C@H]2C1=O
    1.5	-11	-5	-1	5	.	i	.	2	18
CC1(C)Cc2ccccc2-c2nc(CN3CCOCC3)[nH]c(=O)c21
    .	-11	1	2	3	-4	i	36	12	2
CCOC(=O)C1=C(C)N=c2s/c(=C/c3ccco3)c(=O)n2C1c1cccc(OC)c1 (configuration not stated)
    .	.	-1	.	2	4	.	-5	.	.
CC1(Cc2cccc(C(N)=O)c2)C(=O)Nc2c(Cl)cccc21 (configuration not stated)
    1.1	.	.	-4	.	.	-1.2	.	-1	-5
O=C(NCc1ccc2c(c1)OCO2)c1ccc(Br)cc1
    -0.1	-3	0	0	4	7	i	26	-7	16
CCOC(=O)C1(CCCc2ccccc2)CCN(C2CCC2)CC1
    0.7	-12	-6	11	3	2	-1.0	-23	-2	8
Cc1ccc(N2CC(O)Cn3c2nc2c3c(=O)[nH]c(=O)n2C)cc1 (configuration not stated)
    0.6	-19	1	-3	11	-6	1.4	5	-4	1
COc1ccc(CCNC(=O)CSCc2ccc(C)cc2)cc1OC
    .	-4	7	5	-3	2	i	.	0	5
Cc1cccc(C(=O)NCC(=O)OCc2nnc(-c3ccccc3)o2)c1
    5.6	-6	-4	-4	-4	.	-5.3	.	24	-2
CCOC(=O)Cn1nnnc1CN(Cc1ccc(OC)cc1)Cc1cc2cc(C)cc(C)c2[nH]c1=O
    .	3	-5	-1	-3	-7	i	12	1	6
O=C(/C=C/c1cccs1)Nc1ccc(S(=O)(=O)Nc2ncccn2)cc1
    1.8	-2	-12	-12	2	2	-0.3	10	19	-10
COc1cccc(CN2CCN(CC(=O)NCCc3ccccc3)CC2)c1
    -0.8	-15	0	2	0	2	-0.8	8	5	3
CCOC(=O)C[C@H]1c2ccc(C(F)(F)F)cc2S(=O)(=O)N1Cc1ccccc1
    1.4	-22	-12	-2	6	.	0.4	.	12	32
CCN(CC)N=Nc1ccc(S(=O)(=O)Nc2c(C)n(C)n(-c3ccccc3)c2=O)cc1
    -3.9	-20	1	8	4	-12	i	17	2	3
CCOc1ccc(S(=O)(=O)NCCC(=O)NCCOc2ccccc2)cc1
    0.1	-5	8	-4	2	.	i	.	1	8
Cc1csc(NC(=O)CSCC(=O)Nc2ccccc2)n1
    .	-11	-9	4	-19	3	-0.5	20	7	-7
CCC(C)(C)NC(=O)CN(C(=O)C(=O)Nc1ccc2c(c1)OCCO2)C(C)(C)CC
    1.9	0	-5	-6	10	5	-0.3	-3	4	14
Cc1nc2ccccc2c(=O)n1-n1cnnc1
    .	-2	-7	-6	10	3	-5.0	30	2	4
CCNC(=O)CC1C(=O)N(c2ccc(OC)cc2)C(=S)N1CCc1ccncc1 (configuration not stated)
    .	.	0	.	.	2	-1.2	16	.	-4
COc1ccc([N+](=O)[O-])cc1NC(=O)Cn1ccc(C(F)(F)F)n1
    0.2	1	-2	-16	11	0	0.6	19	-10	5
Cc1ccc(CCNC(=O)C2CC(c3ccccc3C(F)(F)F)=NO2)cc1 (configuration not stated)
    2.1	-8	-10	-4	-1	.	i	7	-2	10
COCc1nnc(NC(=O)c2ccc(S(=O)(=O)N(C)c3ccccc3)cc2)o1
    -0.2	-11	-5	0	-6	2	-0.3	19	0	5
O=C(Nc1ccc2nc3n(c(=O)c2c1)CCCC3)c1cncc(Br)c1
    1.5	7	2	0	3	.	-0.3	.	1	3
COc1cccc(/C=C/C(=O)OCC(=O)Nc2ccc(S(=O)(=O)N3CCCC3)cc2)c1
    0.5	10	-28	6	6	2	-0.7	5	-6	13
CCCC[C@@H]1CCCO[C@@](C(=O)NCc2ccc(C)o2)(C(F)(F)F)C1
    1.1	-18	5	4	12	.	-0.4	.	-4	24
O=C(CSc1nnc(Cn2cnc3ccccc32)o1)c1ccccc1
    .	-3	4	12	1	-2	-0.3	-5	-19	4
Cn1cc(S(=O)(=O)N2CCOCC2)cc1C(=O)NCc1ccc(Cl)cc1
    0.6	-8	0	15	-7	1	-0.2	17	-3	1
O=c1c(-c2ccnn2-c2ccccc2F)cnc2n1CCS2
    .	-23	3	-2	2	3	2.6	3	9	0
C[C@@H]1CN(C(=O)c2ccc(OC3CCN(S(=O)(=O)N(C)C)CC3)cc2)C[C@H](C)O1
    -1.4	28	-9	5	0	1	0.6	28	4	-4
CC(C)CC(=O)NC1(C(F)(F)F)NC(=O)N(c2ccccc2)C1=O (configuration not stated)
    4.3	-3	-6	3	-2	-3	-0.2	44	5	10
Cc1cccc(NC(=O)c2sc3nc4c(c(-c5ccco5)c3c2N)CCC4)c1
    .	-17	2	-3	5	2	1.7	25	6	6
COc1ccc(CC(=O)Oc2ccc(C(C)C)cc2)cc1S(=O)(=O)N1CCOCC1
    0.7	-15	5	-4	5	.	i	.	-7	21
COc1ccc([N+](=O)[O-])cc1NC(=O)CS(=O)(=O)c1ccc(C)cc1
    .	-13	-1	-5	11	-1	-0.3	35	-8	3
COc1ccc(-c2cnc3c(c2)C(=O)N([C@H](C)CO)C[C@H](C)[C@H](CN(C)C(=O)Cc2cccnc2)O3)cc1
    1.8&1.0	.	.	-4	6	.	i	.	-16	3
COc1ccc(/C=N/NC(=O)C2CC2)c(OC)c1OC
    0.7	.	6	-2	8	4	i	6	-3	4
CCn1c(C(O)c2ccc(C)cc2)nc2ccccc21 (configuration not stated)
    .	-2	5	-11	13	0	0.5	27	6	2
O=C(/C=C/c1ccc(F)cc1)NCc1ccco1
    .	3	5	-11	2	4	-0.2	-1	-9	-1
CCCCCN(C(=O)CCC(=O)OC(C)C(=O)c1ccc(CC)cc1)c1c(N)n(CCCC)c(=O)[nH]c1=O (configuration not stated)
    0.3	9	.	-4	2	.	-1.1	.	14	20
CC(NS(=O)(=O)c1ccc(F)cc1)C(c1cccs1)N1CCOCC1 (configuration not stated)
    -1.4	-6	0	-8	-1	-5	-0.2	11	3	-3
O=c1[nH]c2c(oc3ccccc32)c(=O)n1Cc1ccccc1
    0.8	-4	.	-2	-4	-1	i	-6	3	6
C/C(=N\NC(=O)c1ccc(Cn2cc(Br)cn2)o1)c1ccc(NC(=O)c2ccoc2C)cc1
    0.8	.	.	-5	2	5	i	0	-1	6
COc1ccc(C(=O)N2N=C(c3cccc(NS(C)(=O)=O)c3)CC2c2cccs2)cc1 (configuration not stated)
    0.6	2	-18	-1	1	-3	-18	31	-2	0
Cn1nc(-c2ccccc2)c(C(O)c2ccccc2C(F)(F)F)c1Cl (configuration not stated)
    .	-4	-8	0	4	-2	1.7	18	-6	10
Cc1cc(CNC(=S)Nc2ccc(S(=O)(=O)Nc3ncccn3)cc2)nn1C
    1.2	-5	-1	-2	7	-1	-1.1	32	6	3
CCOc1ccc2nc(SCC(=O)c3ccc(Cl)s3)sc2c1
    .	-2	-6	-1	-20	-2	7.1	-7	1	-3
COC(=O)c1cc(NC(=O)Cn2c(=O)oc3ccccc32)cc(C(=O)OC)c1
    -0.3	-17	-5	3	12	7	-0.2	26	12	-6
C=CCN1CC(=O)N2Cc3[nH]c4ccccc4c3C[C@H]2C1=O
    0.5	4	0	3	0	-1	-1.9	1	-4	0
CC/C(=N/O)c1cnnc(SC)n1
    .	.	2	-7	2	-2	-0.2	-4	-3	3
Cc1c(C(=O)O)sc2nc(/C=C/c3ccccc3OC(F)F)[nH]c(=O)c12
    -1.4	-10	-4	4	2	8	-0.5	4	13	9
COCC(=O)N1CCC(Oc2ccc(C(=O)N3C[C@@H](C)O[C@@H](C)C3)cc2)CC1
    -0.6	-3	-2	-1	-1	1	-0.7	13	5	8
Cc1nn(CC(O)COc2ccc3c(c2)CCC3)c(C)c1Br (configuration not stated)
    .	-15	-1	-1	7	5	9.1	5	0	35
CCN(CC)C(=O)Cn1nc(-c2ccncc2)nc1SCC(=O)Nc1ccc(OC)cc1
    2.4	-8	-3	6	-19	5	i	29	5	2
CC(=O)Nc1cc(-c2cccc(C(=O)N(C)C)c2)cn2c(-c3cccc(C(F)(F)F)c3)cnc12
    -6.5	.	.	4	.	.	-4.0	.	16	36
Cc1ccc(Sc2ccc(NC(=O)CCN3C(=O)NC4(CCCC4)C3=O)cc2)c(C)c1
    -1.2	15	-9	3	-5	.	i	.	8	0
O=C1CC(N(Cc2cccs2)C(=O)Nc2ccccc2)C(=O)N1c1ccc(Cl)cc1 (configuration not stated)
    1.0	-5	0	4	-10	8	-0.2	-13	-11	-6
CCOc1ccc(OCCNC(=O)C(NC(=O)c2c(F)cccc2F)C(C)C)cc1 (configuration not stated)
    -0.5	2	-1	-4	9	.	0.6	.	-7	-2
COC(=O)c1ccc(Cl)cc1NC(=O)/C=C/c1ccc(C)o1
    0.0	-13	1	8	-2	-1	5.6	-6	-12	-2
COc1ccccc1CN1CC(C(=O)NCCc2ncccc2C)CCC1=O (configuration not stated)
    1.8	-1	.	-9	7	-5	-0.6	6	8	21

# One compound at a time, from the list above:
# Cc1ccc(Sc2ccc(NC(=O)CCN3C(=O)NC4(CCCC4)C3=O)cc2)c(C)c1 reads TcdB inh: -1.2; PriA SSB inh: 15; Rv3671c protease: -9; PrPC surface inh: 3; MazF activator: -5; 3CLpro inhibitor: .; BH1578 lux ind: i; VHR inh abs: .; CCHF vOTU inh: 8; Y pestis TopoI: 0
# C=CCN1CC(=O)N2Cc3[nH]c4ccccc4c3C[C@H]2C1=O reads TcdB inh: 0.5; PriA SSB inh: 4; Rv3671c protease: 0; PrPC surface inh: 3; MazF activator: 0; 3CLpro inhibitor: -1; BH1578 lux ind: -1.9; VHR inh abs: 1; CCHF vOTU inh: -4; Y pestis TopoI: 0

# (further entries)
# Order of values: TcdB inh	PriA SSB inh	Rv3671c protease	PrPC surface inh	MazF activator	3CLpro inhibitor	BH1578 lux ind	VHR inh abs	CCHF vOTU inh	Y pestis TopoI
COc1ccc(NC(=O)N(C)C[C@@H]2Oc3cc(Br)ccc3S(=O)(=O)N([C@H](C)CO)C[C@H]2C)cc1
    -0.1&0.2	.	.	6	6	.	0.5	.	-11	4
CCOc1ccc(NS(=O)(=O)c2ccc3[nH]cc(C(=O)NC(C)CC)c(=O)c3c2)cc1 (configuration not stated)
    .	-1	-26	3	-20	4	-2.0	.	14	-4
COc1ccc2nc(C(F)(F)C(F)(F)F)c(C#N)c(N)c2c1
    .	-11	-10	-5	4	5	i	8	19	0
CNC(=O)COC(=O)CNC(=O)c1cc(Cl)cc([N+](=O)[O-])c1
    0.8	-2	0	-19	6	-4	-1.4	26	5	11
O=C(CNC(=O)c1ccco1)NCCCc1ccccc1
    .	-5	-4	-1	3	-1	-0.2	-1	22	-1
COC(=O)C[C@]1(C(=O)OC)CN(C#N)N(c2ccc(Cl)cc2)C12c1ccccc1-c1ccccc12
    1.2	-13	-1	75*	6	7	i	27	23	31
CC(CSc1n[nH]c(=S)s1)c1ccccc1 (configuration not stated)
    1.9	7	.	-1	-1	.	-1.0	.	8	-1
